From PubChem BioAssay
All columns: NCI-60 one-dose screen, growth in % after 48 h at 10 µM unless noted; 100 = growth as untreated, 0 = no growth, -100 = all killed.
SNB-75: SNB-75 CNS cancer. 79,000 compounds, 5% hits
SF-539: SF-539 CNS cancer | 81,000 compounds, 6.8% hits | AID 1794752
PC-3: PC-3 prostate cancer cells; 80,000 compounds, 3.9% hits; AID 1794754
U251: U251 CNS tumor cells; 80,000 compounds, 5.4% hits; AID 1794753
SNB-19: SNB-19 CNS cancer cells; 81,000 compounds, 2.5% hits
SF-295: SF-295 CNS cancer cells | 79,000 compounds, 5.6% hits | AID 1794758
HCC-2998: HCC-2998 colon cancer | 79,000 compounds, 4.7% hits
SF-268: SF-268 CNS cancer cells; 82,000 compounds, 3.1% hits
Starred values were filed as active, the others as inactive; x = no result given; & = joins results of further samples. How the source made its calls: active means growth percent below 10; inactive means the rest.

Results follow in this order: SNB-75 | SF-539 | PC-3 | U251 | SNB-19 | SF-295 | HCC-2998 | SF-268
#1 O=C(O)C1(O)C[C@@H](O)C(O)[C@H](O)C1 (stereo partly drawn)
→ 86&94 | 97&103 | 104&97 | 110&97 | 108&114 | 132 | 92 | 98&118
#2 O=C1c2ccccc2OC=C(c2ccccc2)N1CCCCNc1ccc(S(=O)(=O)Nc2ncccn2)cc1
→ 80 | 102 | 76 | 91 | 101 | 94 | 111 | 91
#3 NS(=O)(=O)c1ccc(CCn2c(SCc3ccc(F)cc3)nc3ccccc3c2=O)cc1
→ 87 | 92 | 93 | 100 | 90 | 96 | 94 | 88
#4 CCN(CC1CCN(C2(Cc3ccccc3)COC2)CC1)C(=O)c1cc2ncccc2[nH]1
→ 98 | 104 | 87 | 97 | 95 | 101 | 110 | 96
#5 NS(=O)(=O)c1ccc(C(=O)NN2C(=O)c3cc(Cl)c(Cl)cc3C2=O)cc1
→ 71 | 92 | 101 | 96 | 93 | 96 | 109 | 93
#6 C/C(=C(/c1ccc(Cl)cc1)c1ccc(OCCN2CCCCC2)cc1)c1ccc(Cl)cc1
→ 106 | 111 | 95 | 101 | 109 | 106 | 100 | 99
#7 CC(=O)OCCC12CCC(CC1Cl)C2(C)C (stereo not drawn)
→ 95 | 101 | 92 | 100 | 110 | 106 | x | 109
#8 CC(=O)O[C@]1(C(C)=O)CC[C@H]2[C@@H]3C[C@H](C)C4=CCCC[C@]4(C)[C@H]3CC[C@@]21C
→ 112 | 105 | 50 | 96 | 101 | 111 | 101 | 88
#9 [O-]/[N+](=C\c1ccccc1)c1ccc(Cl)cc1
→ 90&99 | 83&69 | 77&64 | 79&78 | 90&85 | 54&55 | 94&80 | 72&76
#10 S=c1[nH]nc(CSc2ncnc3c2c(-c2ccccc2)cn3-c2ccc(Cl)cc2)o1
→ x | 95 | 88 | 94 | 95 | 102 | 104 | 98

Two neighbouring entries from above, for reference:
Results follow in this order: SNB-75 | SF-539 | PC-3 | U251 | SNB-19 | SF-295 | HCC-2998 | SF-268
#9 [O-]/[N+](=C\c1ccccc1)c1ccc(Cl)cc1
→ 90&99 | 83&69 | 77&64 | 79&78 | 90&85 | 54&55 | 94&80 | 72&76
#10 S=c1[nH]nc(CSc2ncnc3c2c(-c2ccccc2)cn3-c2ccc(Cl)cc2)o1
→ x | 95 | 88 | 94 | 95 | 102 | 104 | 98

Continued.
Results follow in this order: SNB-75 | SF-539 | PC-3 | U251 | SNB-19 | SF-295 | HCC-2998 | SF-268
#11 CCOc1c(Br)cc(C2C(C(=O)OC)=CN(C)C=C2C(=O)OC)cc1OC
→ 47 | 94 | 61 | 51 | 89 | 24 | -77* | 68
#12 COc1ccc(Nc2c3c4c(cccc4[nH]c2=O)C(=O)c2ccccc2-3)cc1
→ 0.4* | -31* | x | 3.3* | 26 | -52* | -5.3* | 21
#13 Cc1[nH]nc2c1C(c1ccccc1)N(Cc1ccccc1)OC2 (stereo not drawn)
→ 83 | 101 | 97 | 93 | 96 | 99 | 102 | 98
#14 COc1ccc2nc(-n3c(=O)c4ccccc4n(-c4ccccc4)c3=O)sc2c1
→ 88 | 108 | 87 | 104 | 102 | 93 | 92 | 97
#15 O=S(=O)(NCCNc1cc(-c2c(-c3cccc(O)c3)nc3sccn23)ccn1)c1c(Cl)cccc1Cl
→ 10 | 83 | 48 | 59 | 71 | 91 | 104 | 53
#16 CCCCCCCCCCCCCCCCNC(=S)N/N=C/c1ccc(OC)c(OC)c1
→ 110 | 104 | 99 | 108 | 115 | 100 | 103 | 98
#17 CSc1nc(-c2cccc(Br)c2)c(C#N)c(=O)n1C
→ 89 | 92 | 109 | 100 | 97 | 89 | 108 | 109
#18 CCCOC(=O)C1c2cc3c(cc2CC(C)C1C(=O)OCCC)OCO3 (stereo not drawn)
→ 86 | 122 | 83 | 95 | 99 | 83 | 99 | 106
#19 COc1cc(/C=C(\C#N)C(=O)Nc2sc3c(c2C#N)CCC3)ccc1OCc1ccccc1
→ 106 | 102 | 100 | 101 | 98 | 98 | 106 | 104
#20 CCCCCC/C=N/Nc1ccc([N+](=O)[O-])cc1[N+](=O)[O-]
→ 113 | 103 | 86 | 91 | 97 | 101 | 102 | 93
#21 CCOC(=O)C1=C(c2ccccc2)N=C2SC3C(=NN(c4ccccc4)C3c3ccc(Br)cc3)N2C1c1ccc(Br)cc1 (stereo not drawn)
→ 84 | 106 | 84 | 95 | 91 | 87 | 102 | 95
#22 CC(C)OC(=O)CCc1c[nH]c2ccccc12
→ 72 | 94 | 82 | 67 | 102 | 91 | 116 | 88
#23 Cc1ccc(N/N=C(\C#N)C(=O)Nc2cc(-c3ccccc3)nn2-c2ccccc2)cc1
→ 82 | 89 | 76 | 82 | 76 | 86 | 84 | 74
#24 N#C/C(=C1C=C/C(=N/O)C(Br)=C/1)c1ccccc1
→ 23 | -26* | 4.0* | 26 | 95 | -8.8* | 58 | 19
#25 Cc1[nH]ccc2c1[nH]c1cc(=O)ccc12
→ 77 | 80 | x | 93 | 90 | 83 | 122 | 98
#26 O=C(CCc1nnc(Cn2ccnc2)o1)c1nc2ccccc2[nH]1
→ 98 | 100 | x | 110 | 108 | 111 | 108 | 111
#27 COc1ccc2cc(NC(C)=O)ccc2c1
→ 124 | 103 | 103 | 107 | 108 | 111 | 105 | 93
#28 Cc1[nH]n(-c2ccccc2)c2nc3nncc3c(-c3ccc(Cl)cc3)c12
→ 104 | x | 73 | 99 | 100 | 105 | 109 | 99
#29 O=C1COc2cc(O)cc(O)c21
→ 105 | 105 | 102 | 109 | 114 | 110 | 113 | 116
#30 Cc1ccc(-c2cc3nc(C(Cl)Cl)nc(-c4ccccc4C)n3n2)cc1
→ x | 87 | 43 | 46 | 70 | 77 | 82 | 93
#31 CCOC(=O)c1[nH]c(C)nc1/N=N/N(C)C
→ 81 | 104 | 106 | 102 | 87 | 98 | 100 | 108
#32 CCOC(=O)C(Cc1c[nH]c2ccccc12)(NC(C)=O)C(=O)OCC
→ 95 | 107 | 95 | 98 | 99 | 107 | 94 | 107
#33 COc1cc2nc(-c3cnc(N(C)C)nc3)nc(NC3CCN(Cc4ccccc4)CC3)c2cc1OC
→ -97* | -93* | -83* | -87* | -79* | -92* | -93* | -60*
#34 O=[N+]([O-])c1ccc(-c2ccc(-c3nn4c(-c5ccccc5)nnc4s3)o2)cc1
→ 97 | 97 | 77 | 97 | 92 | 62 | 120 | 98
#35 C/C=C\c1cc(OC)c2c(c1)C(C)C(c1ccc(O)c(OC)c1)O2 (stereo not drawn)
→ 70 | 90 | 77 | 99 | 81 | 121 | x | 69
#36 O=C(Nc1cccc2cccnc12)c1cc(C(=O)c2ccc(Cl)cc2)n2ccc(-c3ccncc3)cc12
→ 87 | 100 | 95 | 103 | 104 | 99 | 113 | 98
#37 c1ccc(-c2nc3sc(C(c4ccccc4)c4ccccc4)nn3c2-c2ccccc2)cc1
→ 85 | 98 | 79 | 102 | 109 | 99 | 109 | 93
#38 COc1ccc(C2C=C(C(=O)O)Nc3nc(SC)[nH]c(=O)c32)cc1 (stereo not drawn)
→ x | 104 | 103 | 110 | 119 | 101 | 106 | 115
#39 Cc1ccccc1SSc1ccccc1C
→ 123 | 104 | 67 | 88 | 84 | 80 | 128 | 95
#40 O=S(=O)(N/N=c1\oc2ccccc2cc1-c1cc2ccccc2[nH]1)c1ccc(Cl)cc1
→ x | 95 | 75 | 93 | 92 | 97 | 112 | 86
#41 COc1ccccc1NCc1cccn1Cc1ccc(F)cc1
→ 104 | 99 | 97 | 99 | 96 | 104 | 105 | 93
#42 CCCCCCCCCCCCCCCCCC1=NC(C)(CO)CO1 (stereo not drawn)
→ 120 | 98 | 73 | x | 101 | 89 | 98 | 99
#43 Cc1ccc2nc(-c3ccc(C(=O)N/N=C/c4ccc([N+](=O)[O-])cc4)cc3)[nH]c2c1
→ 97 | 98 | 98 | 107 | 104 | 111 | 105 | 101
#44 O=C(CCCCCCNC(=O)C(O)(O)C(F)(F)F)Nc1ccc(Cl)cc1
→ 42 | 29 | 35 | 14 | 32 | 0.3* | 26 | 22
#45 Cc1ccc(-c2cc(-c3ccccc3Br)[nH]c(=O)c2C#N)s1
→ 89 | 94 | 86 | 91 | 89 | 98 | 112 | 94
#46 c1nc2c3c(n1)ncn3CCS2
→ 84 | 99 | 91 | 96 | 98 | 100 | 98 | 107
#47 Cn1c2ccc(F)cc2c2n[nH]c(=O)nc21
→ 70 | 100 | 91 | 94 | 116 | 96 | 100 | 97
#48 CC1CCC2CC(=O)NC(=O)CC12 (stereo not drawn)
→ 93 | 105 | 101 | 100 | 101 | 110 | x | 110
#49 COc1ccc(-c2ccc(=O)n(-c3ccc(S(C)(=O)=O)cc3)n2)cc1OC
→ 89 | 99 | 94 | x | 93 | 97 | 103 | 104
#50 CC(=O)c1ccc2c(c1)CCN2
→ 93 | 101 | 99 | 97 | 98 | 125 | x | 99

5 entries from above, with one line to a screen:
46. c1nc2c3c(n1)ncn3CCS2
44. O=C(CCCCCCNC(=O)C(O)(O)C(F)(F)F)Nc1ccc(Cl)cc1
48. CC1CCC2CC(=O)NC(=O)CC12 (stereo not drawn)
47. Cn1c2ccc(F)cc2c2n[nH]c(=O)nc21
45. Cc1ccc(-c2cc(-c3ccccc3Br)[nH]c(=O)c2C#N)s1

entry no.	46	44	48	47	45
SNB-75	84	42	93	70	89
SF-539	99	29	105	100	94
PC-3	91	35	101	91	86
U251	96	14	100	94	91
SNB-19	98	32	101	116	89
SF-295	100	0.3*	110	96	98
HCC-2998	98	26	x	100	112
SF-268	107	22	110	97	94

New compounds follow.
Results follow in this order: SNB-75 | SF-539 | PC-3 | U251 | SNB-19 | SF-295 | HCC-2998 | SF-268
#51 Cc1nc(S(=O)(=O)c2ccccc2)c(S(=O)(=O)Cc2ccc([N+](=O)[O-])cc2)o1
→ 73 | 104 | 88 | 99 | 92 | 114 | 98 | 89
#52 N#Cc1ccccc1-c1ccc(Cn2c(-c3cscn3)nc3ccc(Cl)cc32)cc1
→ 96 | 91 | 49 | 93 | 98 | 88 | 102 | 86
#53 Fc1cc2[nH]ncc2c2c3c(c(-c4cn[nH]c4C(F)(F)F)nc12)C1CCC3C1 (stereo not drawn)
→ -4.2* | -32* | 14 | 4.9* | 10 | 8.8* | 15 | 3.1*
#54 CN1C(=O)N(C)C2(c3ccccc3)n3c(s/c(=C\c4ccccc4)c3=O)=NNC12c1ccccc1 (stereo not drawn)
→ x | 93 | 74 | 96 | 98 | 97 | 110 | 97
#55 COc1cnc2c(c1)C(=O)c1c-2n(CCCBr)c(=O)c2cc([N+](=O)[O-])ccc12
→ 14 | x | 4.1* | -22* | 22 | -11* | 14 | 9.1*
#56 O=c1c(OCc2cn(Cc3ccc(F)cc3)nn2)c(-c2ccc(O)cc2)oc2cc(OCc3cn(Cc4ccc(F)cc4)nn3)cc(O)c12
→ 54 | 39 | 77 | 72 | 54 | 65 | 95 | 63
#57 CN(C)CCN1C(=O)c2c(c3c4ccccc4n4c3c3c2c2ccccc2n3C2CC(O)C(O)C4(C)O2)C1=O (stereo not drawn)
→ 23 | 24 | 30 | 18 | 17 | 8.9* | 26 | 35
#58 COc1ccc(CN(C2CCS(=O)(=O)C2)S(=O)(=O)c2ncsc2-c2ccccc2)cc1 (stereo not drawn)
→ 84 | 101 | 96 | 98 | 89 | 97 | 102 | 92
#59 CCCCOCC1OC1COCCCC (stereo not drawn)
→ 113 | 108 | 85 | 92 | 94 | 109 | 107 | 103
#60 COc1ccc(-c2c(C#N)c(-c3ccccc3)nc3c2c(-c2ccc(Cl)cc2)nn3-c2ccccc2)cc1
→ 99 | 97 | 93 | 100 | 101 | 97 | 111 | 104
#61 COc1cc(C2CC(c3ccc(Nc4nc(NCCO)nc(NCCO)n4)cc3)=NN2c2cc(Cl)cc(Cl)c2)cc(OC)c1OC (stereo not drawn)
→ -15* | -61* | -42* | -36* | 17 | 6.2* | 24 | -33*
#62 COc1ccc(-c2nc3n[nH]c(Nc4ccccc4)c3c(=O)[nH]2)cc1OC
→ 82 | 97 | 95 | 95 | x | 108 | 103 | 95
#63 OCC(O)C(O)C(O)C(/C=N/Nc1ccccc1)=N/Nc1ccccc1 (stereo not drawn)
→ 66 | 91 | 73 | 91 | 97 | 84 | 84 | 76
#64 C#CCOc1ccc(/C=N/Nc2nc(-c3ccc(OC)cc3)cs2)cc1
→ 86 | 97 | 73 | 96 | 88 | 67 | 103 | 87
#65 Cc1ccc(-c2ccc(C(=O)N/N=C/c3ccc([N+](=O)[O-])cc3)c(C)n2)cc1
→ 77 | 89 | 75 | 94 | 84 | 98 | 99 | 86
#66 C=C(C)[C@@H]1CCC=C2CC[C@]3(C)[C@H](CC[C@@H]4[C@@]5(C)CC[C@H](O)C(C)(C)[C@@H]5CC[C@]43C)[C@H]21
→ 102 | 111 | 93 | 107 | 96 | 111 | 112 | 102
#67 O=C(Nc1ccccc1)Nc1ncnc2c1ncn2-c1ccncc1
→ 98 | 103 | 109 | 109 | 101 | 94 | 114 | 85
#68 O=C(C[n+]1cccc(CO)c1)c1ccc(Br)cc1
→ 89 | 96 | 95 | 97 | 104 | 100 | 97 | 93
#69 COc1ccc(NC(=O)CSC(N)=O)cc1NC(=O)CSC(N)=O
→ 92 | 114 | 87 | 91 | 99 | 109 | 103 | 107
#70 Cc1ccc(-n2c(-c3cc4ccccc4nc3Cl)noc2=O)cc1
→ 40 | 84 | 75 | 84 | x | 76 | 91 | 87
#71 CCOc1ccc(N=Nc2ccccc2)cc1
→ 104 | 102 | 99 | 95 | 101 | 96 | 89 | 103
#72 COc1cc2nc(-c3ccc(C(F)(F)F)cc3)cc(OCCCN3CCCCC3)c2cc1OC
→ -11* | 46 | 43 | 50 | 63 | -47* | 56 | 51
